# Screens: PubChem BioAssay, several laboratories
# RTF Ca sens act: increases calcium sensitivity of human cardiac regulated thin filaments; AID 493008; 0.24% of 340,000 active; IANBD-labeled TnC RTF fluorescence at EC20 calcium; 0% EC20 calcium, 100% full calcium; activation, % at 7.2 µM; P19429+P45379;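 active means activation above the mean over all tested compounds plus 3 SD, cut at about 30% in these data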;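 further: rise in fluorescence read as greater calcium sensitivity of cardiac thin filaments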
# CDK5 p35 inh: blocks human CDK5/p35 kinase activity. Recombinant CDK5/p35, ADP-Glo luminescence, 60 min. inhibition, % at 10 µM. 0.01% of 330,000 active;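 active means highest replicate inhibition of at least 50% and at least 75% of replicates reaching 50%; inconclusive means only one of the two criteria met; inactive means both criteria failed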;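 further: plate controls were DMSO neutral control for no effect and GW8510 at 10 µM for full effect; many of its hits are not listed in these tables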
# Target sequence (Q00535 whole entry, looked up): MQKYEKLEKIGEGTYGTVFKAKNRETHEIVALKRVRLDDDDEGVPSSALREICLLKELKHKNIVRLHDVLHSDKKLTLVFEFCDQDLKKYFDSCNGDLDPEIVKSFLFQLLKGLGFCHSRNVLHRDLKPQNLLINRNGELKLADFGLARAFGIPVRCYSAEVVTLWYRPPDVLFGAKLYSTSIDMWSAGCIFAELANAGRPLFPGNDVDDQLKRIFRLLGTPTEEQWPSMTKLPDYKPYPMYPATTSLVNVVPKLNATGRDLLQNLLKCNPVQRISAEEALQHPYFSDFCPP
# Target sequence (Q15078 whole entry, looked up): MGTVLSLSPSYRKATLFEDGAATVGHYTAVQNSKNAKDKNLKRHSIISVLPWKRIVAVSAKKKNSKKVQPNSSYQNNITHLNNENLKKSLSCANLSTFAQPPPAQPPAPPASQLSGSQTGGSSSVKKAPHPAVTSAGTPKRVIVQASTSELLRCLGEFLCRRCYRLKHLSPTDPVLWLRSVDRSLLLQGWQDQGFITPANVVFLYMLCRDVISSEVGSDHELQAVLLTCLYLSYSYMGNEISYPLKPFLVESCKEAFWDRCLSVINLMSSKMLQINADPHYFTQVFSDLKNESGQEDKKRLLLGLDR
# CAL PDZ FP-1: CAL PDZ (human) peptide binding inhibition | purified CAL PDZ, TMR-peptide fluorescence polarization, 1 h | inhibition, % at 24.9 µM | 0.92% of 300,000 active | AID 602252;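 active means mean inhibition of at least 30% with at least half of replicates also reaching 30%; inconclusive means no clear call, values can overlap the other calls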;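 further: 0% = DMSO neutral control and 100% = excess unlabeled competitor peptide PRC23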
# V-ATPase pH: regulators of yeast V-ATPase proton transport | response, % at 10 µM | S. cerevisiae, pHLuorin cytosolic pH fluorescence | 0.37% of 350,000 active; in the data active means response mostly above about 7.3%, no sharp cut-off; inactive means mostly below about 5.4%; further: actives read high; inactives centre near 0; some compounds called inactive have numbers as strong as hits
# Rtt109 HAT inh: inhibitors of Candida albicans Rtt109/Vps75 histone acetyltransferase | AID 540336 | Q5AAJ8 | inhibition, % at 34.9 µM | 0.16% of 330,000 active | purified Rtt109/Vps75, ThioGlo CoA-SH fluorescence, 4 h;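 active means inhibition of at least 50% in every replicate; inconclusive means best replicate reaches 50% inhibition but some replicates fall short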
# Target sequence (Q5AAJ8 whole entry, looked up): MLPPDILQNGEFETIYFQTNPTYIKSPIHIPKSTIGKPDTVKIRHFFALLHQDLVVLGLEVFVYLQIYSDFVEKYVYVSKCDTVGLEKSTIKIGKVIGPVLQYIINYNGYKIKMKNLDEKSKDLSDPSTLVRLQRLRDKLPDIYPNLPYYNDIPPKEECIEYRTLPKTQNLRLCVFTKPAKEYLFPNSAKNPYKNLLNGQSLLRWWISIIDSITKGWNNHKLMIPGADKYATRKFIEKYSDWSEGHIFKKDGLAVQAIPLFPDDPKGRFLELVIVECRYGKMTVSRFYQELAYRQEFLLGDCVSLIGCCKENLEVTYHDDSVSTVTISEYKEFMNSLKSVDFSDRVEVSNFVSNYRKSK
# dFosB activator: enhances mouse delta FosB homodimer DNA binding. P13346. purified delta FosB, TAMRA-CDK5 oligo fluorescence polarization; percent of positive-control signal above neutral wells. activation, % at 25 µM. 0.99% of 340,000 active;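 active means mean activation above about 17%, with every replicate also reaching it, limit read from the data, passing the limit was not always enough; inconclusive means only one of the two conditions met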;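 further: fluorescence polarization rise as delta FosB binds a TAMRA Cdk5 AP-1 oligo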
# CAL PDZ FP-2: blocks peptide binding to human CAL PDZ domain | inhibition, % at 20 µM | AID 504414 | 0.02% of 330,000 active | purified CAL PDZ, TMR-peptide fluorescence polarization, 1 h;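 active means highest replicate inhibition of at least 40%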;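 further: plate controls were DMSO neutral control wells for no effect and unlabeled competitor peptide control wells for full effect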
#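 material = purified tagged CAL PDZ domain construct (CerCALP) | buffer or medium = sodium phosphate/NaCl buffer pH 7.4 with TCEP, IgG, Thesit | reagent = TMR-labelled reporter peptide T*-PRC34 bound in PDZ groove | incubation = 1 h room-temperature incubation prior to read | measured by = fluorescence polarization (mP) | evaluation = percent inhibition from loss of millipolarization | control set = unlabelled peptide and DMSO controls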
# MITF act: MITF TRPM1 promoter activation in melanoma cells; SK-MEL-5 TRPM1-promoter luciferase, 24 h; % of positive control, neutral wells = 0; activation, % at 12.5 µM; 0.75% of 300,000 active;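 active means mean activation of at least 80% with every replicate also reaching 80%; inconclusive means mean reaches 80% but some replicate falls short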;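 further: 0% = neutral control wells and 100% = parthenolide positive control wells; values of inactives mirror those of a sister screen read the other way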
# Tat export inh: inhibitors of E. coli Tat protein transport; E. coli MC4100 TorA-mCherry Tat export, fluorescence; 0.036% of 340,000 active; inhibition, % at 10 µM;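 active means mean replicate inhibition at least 50% and at least half of replicates individually reaching 50%; inconclusive means only one of the two criteria met; inactive means neither criterion met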;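 further: exported cargo escapes ClpAP degradation while cytoplasmic cargo is degraded and loses fluorescence; 0% = median of neutral control wells and 100% = median of NaSCN control wells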
# Wnt bcat act: activates Wnt/beta-catenin signaling in a reporter cell assay; activator, plate reader; activation, % at 9.35 µM; 1.2% of 300,000 active; AID 743398; in the data active means activation above about 30%, passing the limit was not always enough; inconclusive means no clear call, values can overlap the other calls;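 further: 0% = neutral control wells and 100% = positive control wells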
# Active calls of the source: *; ? = inconclusive; / = no result given.
No.	Compound	V-ATPase pH	CDK5 p35 inh	Tat export inh	RTF Ca sens act	CAL PDZ FP-1	Wnt bcat act	MITF act	Rtt109 HAT inh	CAL PDZ FP-2	dFosB activator
1	O=C1c2ccccc2[C@@H]2C[C@H](NC34CC5CC(CC(C5)C3)C4)[C@@H](O)CCN12	-1.2	-0.2	-8.7	-3.1	1.2	-1.0	4.9	-3.7	0.2	-6.3
2	CCOc1cc(C(=O)N2CCN(c3ccc(C(C)=O)cc3)CC2)cc(OCC)c1OCC	-4.5	0.6	3.9	-2.9	0.5	-3.7	-6.5	-3.1	-0.7	7.0
3	COc1ccc(NC(=O)C2CCN(C(=O)c3cccs3)CC2)cc1OC	2.3	0.1	8.7	-0.2	0.1	-1.8	1.3	10.6	0.0	0.0
4	Cc1noc(C)c1S(=O)(=O)Nc1ccc(C(=O)O)cc1	-0.3	-0.8	6.6	-1.8	1.2	/	2.4	0.9	-0.6	4.2
5	Cc1cc(NC(=O)COc2ccc3oc4ccccc4c3c2)no1	-2.2	-10.3	7.0	-3.9	0.3	-2.1	5.5	-3.1	-0.1	14.4
6	CCC1([N+](=O)[O-])COC(c2ccc(C(C)C)cc2)OC1 (stereo not given)	1.1	0.7	3.8	-2.6	2.1	-1.0	53.9	-3.5	-1.0	-2.3
7	COc1ccc(S(=O)(=O)N(C)C)cc1NCC(=O)Nc1cccc(C#N)c1	-0.3	-1.6	-6.1	-0.7	-1.0	-0.4	7.4	1.5	1.1	-6.6
8	Cc1cccc(N2CCN(c3nc4ccc(Cl)cc4n4cnnc34)CC2)c1C	-2.1	-0.3	1.9	-0.3	/	-4.6	/	-3.6	-1.9	0.0
9	CCN(CCCNC(=O)C1c2ccccc2C(=O)N(CCOC)C1c1ccc(F)cc1)Cc1ccccc1 (stereo not given)	-3.2	-2.5	9.2	0.8	-2.2	0.2	4.0	10.8	0.1	-14.4
10	CCC1=C(OC(=O)N(CC)CC)N2C(=O)OC(=NCCc3c[nH]c4ccccc34)[C@]2(Cc2ccccc2)[C@H]2C1=CC[C@H]1C(=O)NC(=O)[C@H]12	0.9	0.5	33.3	4.2	1.2	-3.3	2.0	10.9	0.3	-25.0
11	CCN(CC)S(=O)(=O)c1cccc(C(=O)N[C@H](C(=O)Nc2nc3ccccc3s2)C(C)C)c1	3.5	-1.8	4.4	-0.5	0.3	2.0	-10.3	3.4	-0.4	8.3
12	Cc1ccnc(NS(=O)(=O)c2ccc(NC(=O)c3c(-c4ccccc4Cl)noc3C)cc2)n1	-8.8	1.0	-1.5	-0.7	-4.2	/	/	6.4	-2.4	0.2
13	COc1cc(NC(=O)CCc2c(C)noc2C)c(Cl)cc1C(=O)O	-0.1	-0.5	-7.0	2.8	2.7	-2.6	4.6	-0.2	0.9	0.3
14	CCCOc1ccc(N2C(=O)CC(NCCNc3ccc([N+](=O)[O-])cn3)C2=O)cc1 (stereo not given)	0.1	0.1	-3.6	2.4	-3.8	0.4	/	7.3	-0.8	-0.8
15	CSC1=NCCN1C(=O)c1c(-c2c(F)cccc2Cl)noc1C	-3.5	0.4	-8.6	3.0	-2.0	0.2	2.6	8.3	-0.3	-6.0
16	CCCC(=O)Nc1nc2ccc(OC)cc2s1	-2.1	0.1	-0.5	1.2	-2.4	?	51.0	-4.6	-0.7	-1.4
17	Cc1ccccc1NC(=O)c1cc(N)ccc1N1CCCCC1	-0.5	-1.1	5.6	-8.3	-7.6	/	9.3	-9.0	0.0	-2.1
18	O=C(C1CCCN(CCCc2ccccc2)C1)N1CCCCC1 (stereo not given)	0.2	-1.5	1.3	3.5	-4.0	/	-10.9	3.3	-0.5	-4.1
19	COc1ccc(NS(=O)(=O)c2ccc(NC(=S)NC(=O)c3cccnc3)cc2)nn1	-0.5	1.1	-3.2	/	4.8	-0.4	3.7	-4.4	-0.5	-9.6
20	CCN(C(=O)COC(=O)c1ccc(C)c(S(=O)(=O)N2CCOCC2)c1)C1CCS(=O)(=O)C1 (stereo not given)	3.3	-9.1	10.8	-4.3	-10.6	0.5	1.5	-1.0	-3.9	1.4
21	COc1ccccc1C(=O)Nc1cccc(NC(=O)c2ccccc2C)c1	-1.4	0.7	5.4	-4.1	-3.6	-1.4	/	-0.1	-1.6	-25.8
22	COc1ccc2c(C(=O)c3ccc(C)cc3)n(CCCC(N)=O)[n+]([O-])c2c1	1.5	-0.8	3.7	-2.2	-2.3	7.0	-6.4	1.3	-0.3	-4.5
23	CCc1c(C)nc(SCC(=O)Nc2ccc3c(c2)OCCO3)[nH]c1=O	4.0	-0.6	3.1	8.4	2.5	0.9	-5.7	28.5	-1.2	-6.4
24	Cc1ccc(N2C(=O)CC(N3CCN(c4ccccn4)CC3)C2=O)cc1 (stereo not given)	-2.2	-0.3	6.5	-3.3	-1.6	3.1	2.1	5.4	-2.9	2.2
25	CC(Sc1nnc(C2CC2)n1C)C(=O)Nc1ccc2c(c1)CCC2 (stereo not given)	-1.8	1.6	-0.9	4.7	-4.7	1.1	8.6	0.3	-1.5	3.0
26	CCOC(=O)c1c(NC(=O)CSc2n[nH]c(CNc3ccccc3)n2)sc(C)c1C	1.0	-1.1	?	2.4	-2.7	/	-2.7	-2.6	-0.9	-7.6
27	CCOC(=O)N1CCN(C(=O)CN(c2ccc(OCC)cc2)S(C)(=O)=O)CC1	2.6	-3.1	8.9	3.8	/	/	0.4	-1.4	0.2	3.4
28	CC(c1nnc(SCC(=O)Nc2cccnc2Cl)n1Cc1ccccc1)N(C)C (stereo not given)	-0.1	-1.0	-15.1	-0.4	-2.3	-2.3	7.2	6.2	-2.8	-4.9
29	CCn1c(SCC(=O)N2CCN(c3ccccc3)CC2)nnc1-c1c[nH]c2ccccc12	-2.1	-0.5	-2.0	-1.9	/	-4.1	/	6.3	0.3	-9.7
30	CCn1ccnc1CNC(=O)CC1C(=O)NCCN1CC(c1ccccc1)c1ccccc1 (stereo not given)	-1.4	2.4	-0.6	-1.4	5.0	-5.0	-1.0	2.1	0.3	-8.4

# Of the compounds above, 2 contain a COOH group:
No.	Compound	V-ATPase pH	CDK5 p35 inh	Tat export inh	RTF Ca sens act	CAL PDZ FP-1	Wnt bcat act	MITF act	Rtt109 HAT inh	CAL PDZ FP-2	dFosB activator
4	Cc1noc(C)c1S(=O)(=O)Nc1ccc(C(=O)O)cc1	-0.3	-0.8	6.6	-1.8	1.2	/	2.4	0.9	-0.6	4.2
13	COc1cc(NC(=O)CCc2c(C)noc2C)c(Cl)cc1C(=O)O	-0.1	-0.5	-7.0	2.8	2.7	-2.6	4.6	-0.2	0.9	0.3

# The results go on.
No.	Compound	V-ATPase pH	CDK5 p35 inh	Tat export inh	RTF Ca sens act	CAL PDZ FP-1	Wnt bcat act	MITF act	Rtt109 HAT inh	CAL PDZ FP-2	dFosB activator
31	C=Cn1c(C(=O)O)cc(CC)c1-c1ccccc1	-1.0	-0.4	2.0	-1.4	4.5	/	/	2.3	-0.1	5.5
32	COc1ccc(CC(=O)NCC2COc3ccccc3O2)cc1 (stereo not given)	-2.0	-0.4	2.4	3.5	-3.3	/	-8.7	-1.8	-3.7	-4.8
33	O=C(COc1ccc(Cl)cc1)NCc1nnc(SCC(=O)N2CCCCCC2)o1	5.4	-5.7	7.5	2.6	-2.8	-6.6	14.7	1.4	-2.0	2.3
34	O=C1CC2C(=O)NCCN2C(=NC(=O)c2ccccc2)N1 (stereo not given)	-4.2	-0.7	-0.5	-2.0	5.4	17.8	-8.2	-4.0	0.3	-10.7
35	O=C(NCc1cccnc1)c1ccccc1CCc1ccccc1	-2.2	-0.5	-8.1	-0.5	0.9	1.2	-0.2	9.7	-1.5	1.1
36	CC(NC(=O)Cn1nc(-c2ccccc2)ccc1=O)c1ccccc1 (stereo not given)	-2.7	2.7	0.9	0.7	-1.3	2.3	5.3	-12.5	-0.3	-6.7
37	CC(C)C[C@@H]1NC(=O)[C@H](Cc2ccc(O)cc2)NC(=O)c2cc([N+](=O)[O-])cc(I)c2NCCC[C@@H](C(N)=O)NC1=O	-0.9	0.4	0.0	-2.9	-2.2	/	7.9	-3.4	-0.5	7.4
38	Cn1cnnc1SCCNS(=O)(=O)c1ccccc1	10.7	-1.8	6.1	-3.7	-2.1	/	9.5	3.9	-0.1	1.3
39	CC(CO)(CO)NCc1ccc(-c2ccccc2)cc1	2.0	2.0	8.2	0.8	3.0	/	-0.5	-8.8	0.9	-0.1
40	Cc1cc(NC(=O)CO/N=C/c2ccc3c(c2)OCO3)ccc1Br	-3.0	0.3	-1.7	-4.5	3.6	1.3	0.3	-12.8	1.0	8.9
41	COCc1c(C#N)c(NCc2cc(OC)c(OC)c(OC)c2)nc(C)c1[N+](=O)[O-]	0.5	1.8	4.1	1.6	-5.0	7.9	-15.0	11.7	-1.2	3.4
42	COCCNC(=O)c1cnn2c(C(F)(F)F)cc(-c3ccc4c(c3)OCO4)nc12	-13.9	-0.3	-0.9	-2.4	-5.5	/	/	-3.0	-3.9	-11.7
43	COC(=O)CNC(=O)CCc1nnc(C2(c3ccc(Cl)cc3)CCC2)o1	-1.0	1.0	11.0	-1.3	/	15.6	56.0	-5.5	-1.3	-3.3

# Single records, from the list above. Screens in order: V-ATPase pH	CDK5 p35 inh	Tat export inh	RTF Ca sens act	CAL PDZ FP-1	Wnt bcat act	MITF act	Rtt109 HAT inh	CAL PDZ FP-2	dFosB activator
# Results for CC(CO)(CO)NCc1ccc(-c2ccccc2)cc1 → 2.0	2.0	8.2	0.8	3.0	/	-0.5	-8.8	0.9	-0.1
# Results for O=C(COc1ccc(Cl)cc1)NCc1nnc(SCC(=O)N2CCCCCC2)o1 → 5.4	-5.7	7.5	2.6	-2.8	-6.6	14.7	1.4	-2.0	2.3
# Results for CC(C)C[C@@H]1NC(=O)[C@H](Cc2ccc(O)cc2)NC(=O)c2cc([N+](=O)[O-])cc(I)c2NCCC[C@@H](C(N)=O)NC1=O → -0.9	0.4	0.0	-2.9	-2.2	/	7.9	-3.4	-0.5	7.4
